TDP1 inh: blocks human tyrosyl-DNA phosphodiesterase 1 | recombinant TDP1, AlphaScreen DNA substrate cleavage | Q9NUW8 | 350,000 compounds, 0.28% hits | Potency, µM (series often up to 130 µM), for the others: top-dose activity change, negative = inhibition, usual class: inhibitors; note: nearly all actives have a fitted effect of over 40% in size
Target sequence (Q9NUW8 whole entry, looked up): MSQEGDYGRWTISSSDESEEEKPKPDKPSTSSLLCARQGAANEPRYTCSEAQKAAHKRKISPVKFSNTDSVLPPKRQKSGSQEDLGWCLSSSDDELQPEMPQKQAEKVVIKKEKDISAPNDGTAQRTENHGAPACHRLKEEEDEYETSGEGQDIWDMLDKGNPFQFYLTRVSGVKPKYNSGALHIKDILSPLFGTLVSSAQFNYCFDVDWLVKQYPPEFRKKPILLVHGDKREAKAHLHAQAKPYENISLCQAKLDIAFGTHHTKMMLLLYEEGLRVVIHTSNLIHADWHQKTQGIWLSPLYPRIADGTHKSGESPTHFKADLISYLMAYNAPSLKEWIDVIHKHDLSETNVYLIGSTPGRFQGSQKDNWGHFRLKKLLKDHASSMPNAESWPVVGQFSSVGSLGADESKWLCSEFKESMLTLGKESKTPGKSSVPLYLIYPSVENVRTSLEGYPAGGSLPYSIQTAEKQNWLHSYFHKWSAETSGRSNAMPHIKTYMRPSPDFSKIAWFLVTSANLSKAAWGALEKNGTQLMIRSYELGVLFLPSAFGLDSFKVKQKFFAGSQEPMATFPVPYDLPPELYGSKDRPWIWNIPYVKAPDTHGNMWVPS
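Recombinant human Tdp1 (E. coli-expressed, 1 nM final) preincubated with compounds 15 min at room temperature, then 5'-biotin/3'-phosphotyrosine-FITC DNA substrate (15 nM final) added for 5 min. AlphaScreen beads (10 ug/ml final) added 10 min; cleavage lowers signal.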
FEN1 inhibitor: blocks human flap endonuclease 1; P39748; Recombinant FEN1 flap cleavage, fluorescence, 15 min; Potency, µM (doses to about 114 µM), for the others: top-dose activity change, negative = inhibition, actives largely listed as inhibitors; 390,000 compounds, 0.35% hits; note: nearly all actives have a fitted effect of over 65% in size
Target sequence (P39748 whole entry, looked up): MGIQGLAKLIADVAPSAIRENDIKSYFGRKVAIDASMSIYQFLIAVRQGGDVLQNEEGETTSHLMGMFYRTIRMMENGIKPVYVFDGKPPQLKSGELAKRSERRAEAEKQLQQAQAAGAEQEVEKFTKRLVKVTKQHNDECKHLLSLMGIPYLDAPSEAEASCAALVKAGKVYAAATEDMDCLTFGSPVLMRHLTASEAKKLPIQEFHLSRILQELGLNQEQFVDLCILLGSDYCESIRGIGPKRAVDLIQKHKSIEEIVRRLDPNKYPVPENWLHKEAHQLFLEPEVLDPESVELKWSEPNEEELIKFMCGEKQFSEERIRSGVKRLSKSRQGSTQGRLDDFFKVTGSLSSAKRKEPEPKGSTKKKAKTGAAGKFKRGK
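With each library titrated from low to high concentration, compounds met 10 nM FEN1 for 15 min at room temperature before 50 nM substrate was added; readings at 0 and 15 min fed four-parameter Hill curve fits.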
N370S GC mod: inhibits or activates N370S mutant glucocerebrosidase | N370S GC spleen homogenate, 4MU-glucoside fluorescence | Potency, µM (series often up to 59.4 µM), without a hit: top-dose activity change, negative = inhibition, most hits filed as inhibitors | 330,000 compounds, 0.092% hits;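 note: 0% = full enzyme activity and -100% = no enzyme basal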
An asterisk follows results filed as active; & = joins results of further samples; [ ] = another dose, or the depositor's remark. Calls come from the whole dose curve; as a rule, active = well fitted curve in the direction sought with a large enough effect; inconclusive = small, poorly fitted or top-dose-only effect, or another doubt; inactive = no such curve, though single readings can be large; an effect the other way counts as inactive or inconclusive. Unless noted, % is set by controls: 0 for no effect and ±100 for the full control effect; potency is the fitted concentration of half-maximal effect.

O=C(NC12CC3CC(CC(C3)C1)C2)N1CCC(O)CC1 was read as TDP1 inh -2%, FEN1 inhibitor 11% and N370S GC mod 4%.
Screening O=C(c1ccccc1)c1cc([N+](=O)[O-])ccc1N1CCCC1 returned TDP1 inh 8%, FEN1 inhibitor -5% and N370S GC mod 13%.
c1cncc(-c2ccc3ncnc(NCc4ccc5c(c4)OCO5)c3c2)c1 was read as TDP1 inh 5%, FEN1 inhibitor -11% and N370S GC mod -7%.
`COc1cc(O)c(C(CC(=O)N2CCN(c3ccccc3)CC2)c2ccc(N(C)C)cc2)c(OC)c1` (stereo not given) gave TDP1 inh 26%&8%, FEN1 inhibitor inconclusive and N370S GC mod -13%&1%.
Screening C=CCC(C(=O)OC)(C(=O)OC)c1ccc([N+](=O)[O-])cc1[N+](=O)[O-] returned TDP1 inh 3%, FEN1 inhibitor -2% and N370S GC mod 2%.
S=c1[nH]nc(-c2ccccc2Cl)n1CC1CCCO1 (stereo not given) was read as TDP1 inh -5%, FEN1 inhibitor 3% and N370S GC mod 4%.
`O=C(/C=N/O)NCC1CCNCC1` gave TDP1 inh 4%, FEN1 inhibitor 9% and N370S GC mod 3%.
Screening CCOc1ccc(N2C(=O)Nc3ccc(Br)cc3C2(O)C(=O)NCCCN(C)C)cc1 (stereo not given) returned FEN1 inhibitor 5% and N370S GC mod -10%.
For O=c1c2ccccc2nnn1CSc1nnc(-c2cccnc2)n1-c1ccccc1F the results were TDP1 inh 9%, FEN1 inhibitor 6% and N370S GC mod -6%.
For CC(C)(C)c1ccc(/C=C2\CCn3c2nc2cc(C(=O)O)ccc2c3=O)cc1 the results were FEN1 inhibitor 17% and N370S GC mod -8%.
`Cc1cc(N2C(=O)c3ccc(C(=O)Nc4ccccc4O)cc3C2=O)no1` gave TDP1 inh -15%, FEN1 inhibitor -3% and N370S GC mod 0%.
Screening O=C(COC(=O)c1ccccc1C(=O)N1CCN(c2ccccc2)CC1)NCc1ccccc1 returned TDP1 inh 5%, FEN1 inhibitor 2% and N370S GC mod 5%.
Screening O=C(NCc1nnc(SCC(=O)N2CCCC2)o1)c1c(F)cccc1Cl returned TDP1 inh -4%, FEN1 inhibitor 5% and N370S GC mod 2%.
CCCCn1c(=O)c(CCC(=O)OCC(=O)Nc2cccc3ccccc23)nc2ccccc21 was read as TDP1 inh 3%, FEN1 inhibitor -6% and N370S GC mod 3%.
Cc1ccccc1OCC1CN(CN2CCOCC2)C(=O)O1 (stereo not given) was read as TDP1 inh 2%, FEN1 inhibitor -9% and N370S GC mod -2%.
CCCCn1c(SCC(=O)N2CCC(C)CC2)nc2ccsc2c1=O was read as TDP1 inh 6%, FEN1 inhibitor -1% and N370S GC mod inconclusive.
`CCC(c1nnnn1C1CCCCC1)N(Cc1ccco1)Cc1cc2ccc(OC)cc2[nH]c1=O` (stereo not given) gave TDP1 inh 9%, FEN1 inhibitor -8% and N370S GC mod 4%.
Screening CCOc1cccc(C2C(C(=O)c3ccc(C)o3)=C(O)C(=O)N2Cc2ccncc2)c1 (stereo not given) returned TDP1 inh -2%, FEN1 inhibitor 2% and N370S GC mod 4%.
Cc1ccc(S(=O)(=O)N2CCN(C(=O)COC(=O)CCOc3ccc(C(C)(C)C)cc3)CC2)cc1 was read as TDP1 inh -5%, FEN1 inhibitor 6% and N370S GC mod 2%.
Screening CCOc1ccc(-c2ncnn2-c2sc3c(c2C#N)CCCCC3)cc1 returned TDP1 inh 3%[12.3 µM] and FEN1 inhibitor -11%.

7 records drawn at random from those above, as already listed:
For O=c1c2ccccc2nnn1CSc1nnc(-c2cccnc2)n1-c1ccccc1F the results were TDP1 inh 9%, FEN1 inhibitor 6% and N370S GC mod -6%.
S=c1[nH]nc(-c2ccccc2Cl)n1CC1CCCO1 (stereo not given) was read as TDP1 inh -5%, FEN1 inhibitor 3% and N370S GC mod 4%.
`Cc1cc(N2C(=O)c3ccc(C(=O)Nc4ccccc4O)cc3C2=O)no1` gave TDP1 inh -15%, FEN1 inhibitor -3% and N370S GC mod 0%.
For CC(C)(C)c1ccc(/C=C2\CCn3c2nc2cc(C(=O)O)ccc2c3=O)cc1 the results were FEN1 inhibitor 17% and N370S GC mod -8%.
Screening O=C(NCc1nnc(SCC(=O)N2CCCC2)o1)c1c(F)cccc1Cl returned TDP1 inh -4%, FEN1 inhibitor 5% and N370S GC mod 2%.
CCCCn1c(=O)c(CCC(=O)OCC(=O)Nc2cccc3ccccc23)nc2ccccc21 was read as TDP1 inh 3%, FEN1 inhibitor -6% and N370S GC mod 3%.
`O=C(/C=N/O)NCC1CCNCC1` gave TDP1 inh 4%, FEN1 inhibitor 9% and N370S GC mod 3%.

Returning to the listing, repeating the 2 entries before the break.
Cc1ccc(S(=O)(=O)N2CCN(C(=O)COC(=O)CCOc3ccc(C(C)(C)C)cc3)CC2)cc1 was read as TDP1 inh -5%, FEN1 inhibitor 6% and N370S GC mod 2%.
Screening CCOc1ccc(-c2ncnn2-c2sc3c(c2C#N)CCCCC3)cc1 returned TDP1 inh 3%[12.3 µM] and FEN1 inhibitor -11%.
For O=C(Nc1cccc(C(F)(F)F)c1)c1cc(-c2ccc3c(c2)OCCO3)on1 the results were TDP1 inh 2% and FEN1 inhibitor -9%.
`CC(CC(=O)Nc1cccc(S(=O)(=O)N2CCCCC2)c1)c1ccccc1` (stereo not given) gave TDP1 inh 0% and FEN1 inhibitor inconclusive.
For COc1c(Cl)cnn(-c2cccc(C)c2)c1=O the results were FEN1 inhibitor 2% and N370S GC mod -4%.
Screening COCCn1cnc2c1c(=O)n(CC(=O)O)c(=O)n2Cc1ccccc1 returned FEN1 inhibitor 17% and N370S GC mod 2%.
Screening N#Cc1ccc(-c2nnnn2-c2ccc3c(c2)OCO3)cc1 returned TDP1 inh 0%, FEN1 inhibitor -5% and N370S GC mod 6%.
CCCN(Cc1cc2ccc(C)cc2[nH]c1=O)C(=O)c1ccccn1 was read as TDP1 inh 4%, FEN1 inhibitor 0% and N370S GC mod 5%.
Cc1ccc2c(c1)C(C)(c1ccccc1)CC(C)(C)N2C(=O)c1ccc(F)cc1 (stereo not given) was read as TDP1 inh 0%[12.3 µM] and FEN1 inhibitor -3%.
For CN(C(=O)c1cc(-c2ccccc2)on1)C1CCCCC1 the results were TDP1 inh 3%, FEN1 inhibitor -16% and N370S GC mod 4%.
`CCOc1ccc(/C=N/N2C(=O)C(CC(=O)Nc3ccc(F)cc3F)SC2=NC)cc1OC` (stereo not given) gave TDP1 inh 8%, FEN1 inhibitor 0% and N370S GC mod 9%.
`CCC(=O)N1N=C(c2ccc(NS(=O)(=O)CC)cc2)CC1c1ccc(C)cc1` (stereo not given) gave TDP1 inh 2%, FEN1 inhibitor -8% and N370S GC mod inconclusive.
`CC1(C)CC(NC(=O)COc2ccc3c4c(c(=O)oc3c2)CCCC4)CC(C)(C)N1` gave TDP1 inh 1%, FEN1 inhibitor 2% and N370S GC mod 0%.
`CCOC(=O)c1c(C)oc2c1c(C=NCC1CCCO1)c(O)c1ccccc12` (stereo not given) gave TDP1 inh -1%, FEN1 inhibitor 1% and N370S GC mod 8%.
O=C(Cn1c(=O)[nH]c2sc3c(c2c1=O)CCCC3)NCC1CCCO1 (stereo not given) was read as TDP1 inh 0%, FEN1 inhibitor 16% and N370S GC mod 2%.
`O[C@@H]1CO[C@H]2C1OC[C@@H]2O` (stereo not given in full) gave TDP1 inh 4% and N370S GC mod -16%.
For Cn1cnnc1SCCC(=O)Nc1ccccc1 the results were TDP1 inh -14%, FEN1 inhibitor -1% and N370S GC mod -4%.
Cc1cc(=O)cc(C)[nH]1 was read as TDP1 inh 0%, FEN1 inhibitor 7% and N370S GC mod 2%.
Screening O=C(CSc1ncnc2sccc12)N1CCCCC1 returned TDP1 inh 0% and FEN1 inhibitor 0%.
`c1ccc(CC[C@@H]2CC[C@@H](CCc3ccccc3)N2)cc1` gave TDP1 inh 0% and FEN1 inhibitor 20%.
`COC(=O)c1csc(C(=O)c2c[nH]c3ccccc23)n1` gave TDP1 inh 11%&8% and N370S GC mod 0%&-14%.
Screening COc1ccc(NS(=O)(=O)c2cc(NC(=O)CNC(=O)c3cccc(OC)c3)ccc2C)cc1 returned TDP1 inh 3%, FEN1 inhibitor -14% and N370S GC mod -2%.
For Cn1nc([N+](=O)[O-])c(C(C#N)c2ccccn2)c(Cl)c1=O (stereo not given) the results were TDP1 inh 2%, FEN1 inhibitor -9% and N370S GC mod 2%.
Screening CCOC(=O)CCn1nnc(N)n1 returned TDP1 inh 7%, FEN1 inhibitor -14% and N370S GC mod 5%.
Screening Cc1ccc(S(=O)(=O)N2CCN(Cc3ccccc3C(F)(F)F)CC2)cc1 returned TDP1 inh -12%, FEN1 inhibitor -15% and N370S GC mod 17%.
For O=C(NNc1c(F)c(F)cc(F)c1F)c1ccco1 the results were TDP1 inh 0% and FEN1 inhibitor -6%.
`O=Cc1ccccc1Cl` gave TDP1 inh 10% and N370S GC mod 8%.
`COc1ccc(C2CCCN2CC(O)COc2ccccc2C(C)C)cc1` (stereo not given) gave FEN1 inhibitor -2% and N370S GC mod -19%.
Cc1cccc(NC(=O)Cn2c(=O)n(Cc3ccc(C(=O)NCc4ccc5c(c4)OCO5)cc3)c(=O)c3ccccc32)c1 was read as TDP1 inh 1% and FEN1 inhibitor 14%.
O=C1c2ccccc2NC(c2ccccc2OCc2ccccc2)N1Cc1ccco1 (stereo not given) was read as TDP1 inh 1% and FEN1 inhibitor inconclusive.
Cc1ccc(NC(=O)CSc2nc(=O)n(CCN(C)C)c3c2CCCC3)cc1Cl was read as TDP1 inh -1%, FEN1 inhibitor -1% and N370S GC mod -24%.
For O=C(OCCCc1cc2ccccc2c(=O)o1)c1ccc2c(c1)OCO2 the results were TDP1 inh -6% and FEN1 inhibitor -4%.
For CN(CCOc1ccccc1)CC(O)COCc1ccccc1F (stereo not given) the results were FEN1 inhibitor -3% and N370S GC mod -7%.
Screening COc1cccc(-c2ccc(NC(=O)C3CCCN(Cc4cnc(N(C)C)s4)C3)cc2)c1 (stereo not given) returned TDP1 inh 11%, FEN1 inhibitor -25% and N370S GC mod -18%.
`COc1ccc(C2(C)NC(=O)N(CC(=O)Nc3ccc(Br)cc3F)C2=O)cc1OC` (stereo not given) gave TDP1 inh -1%, FEN1 inhibitor 6% and N370S GC mod -16%.
`CC(C)[C@H](NC(=O)N1c2ccccc2NC(=O)[C@@H]1C(C)C)C(=O)N[C@@H](C(=O)O)c1ccccc1` gave FEN1 inhibitor -8% and N370S GC mod -4%.
For O=C(NCc1nnc2c3ccccc3c(-c3ccccc3)nn12)c1ccc(Cl)cc1 the results were TDP1 inh 8%, FEN1 inhibitor -8% and N370S GC mod inconclusive.
Screening CN1CCC(N(C)C(=O)c2ccc(Cl)c(S(=O)(=O)N3CCc4ccccc43)c2)CC1 returned TDP1 inh 1% and FEN1 inhibitor 10%.
Nn1c(COc2ccccc2)nnc1SC(F)F was read as TDP1 inh 5%, FEN1 inhibitor -7% and N370S GC mod 8%.
For COC(=O)/C=C1\NC(=O)C(C)S1 (stereo not given) the results were TDP1 inh 5%, FEN1 inhibitor 4% and N370S GC mod -1%.
CCOc1ccc(NCc2cccn2-c2nnc(N3CCC(C(=O)NCCCN4CCCCC4CC)CC3)s2)cc1 (stereo not given) was read as TDP1 inh 14%, FEN1 inhibitor 12% and N370S GC mod -16%.
For CCOc1ccccc1C(=O)N(Cc1cc(OC)c(OC)c(OC)c1)c1ccccn1 the results were TDP1 inh -4% and FEN1 inhibitor 20%.
`Nc1nc(/C=C/c2cccnc2)nc(-c2ccccc2O)n1` gave TDP1 inh 2%, FEN1 inhibitor -4% and N370S GC mod 0%.
`CSc1nccc(-c2cc(Cl)sc2Cl)n1` gave TDP1 inh -1%, FEN1 inhibitor -3% and N370S GC mod -7%.
COc1ccc(Cl)cc1NC(=O)COC(=O)CCCC1=NS(=O)(=O)c2ccccc2N1 was read as TDP1 inh 1%, FEN1 inhibitor -11% and N370S GC mod -23%.
CCC1CCCCN1C(=O)c1cc(COc2ccc(-n3cncn3)cc2)on1 (stereo not given) was read as TDP1 inh 1%, FEN1 inhibitor -1% and N370S GC mod -7%.
Screening Cc1nc(N2CCN(C(=O)c3ccc(Cl)cc3)CC2)c(C#N)c2c1COC(C)(C)C2 returned TDP1 inh 3%, FEN1 inhibitor -3% and N370S GC mod 1%.
COC(=O)CSc1nc(NC(C)=O)nc(C)c1Br was read as TDP1 inh 4%, FEN1 inhibitor 0% and N370S GC mod 0%.
For Cc1ccccc1C1(CCN2CCCCC2)CCOC(C)(C)C1 (stereo not given) the results were TDP1 inh -3%, FEN1 inhibitor -1% and N370S GC mod 5%.
For CC1CCC(NC(=O)N(CCCl)N=O)CC1 (stereo not given) the results were TDP1 inh 10%[56.1 µM], FEN1 inhibitor -8% and N370S GC mod -16%.
Screening CN(C)C(CNC(=O)c1ccc(NS(=O)(=O)c2ccc3[nH]c(=O)[nH]c3c2)cc1)c1ccccc1 (stereo not given) returned TDP1 inh 0%, FEN1 inhibitor -5% and N370S GC mod -10%.
`C=C(C)c1cccc(C(C)(C)NC(=O)Nc2nnc(C(C)C)s2)c1` gave TDP1 inh -1%, FEN1 inhibitor -11% and N370S GC mod inconclusive.
CCNc1nc(N)c(C(=O)C23CC4CC(CC(C4)C2)C3)s1 was read as TDP1 inh 10%, FEN1 inhibitor -3% and N370S GC mod 10%.
